Screening results deposited in PubChem BioAssay by several laboratories.
human PMI inhibition: MPI enzyme activity inhibition – biochemical, fluorescence intensity, coupled assay, primary screen (AID 1209). purified PMI enzyme, coupled fluorescence intensity; higher % means a stronger effect. inhibition, % at 20 µM, or IC50 in µM where a hit was titrated. hit rate 0.42% among 190,000;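 note: plate controls were DMSO vehicle for no effect and wells lacking substrate for full effect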
TNAP activation fold: stimulation of alkaline phosphatase TNAP activity – biochemical, luminescent, no phosphate acceptor, uHTS, primary screen (AID 1001). hit rate 0.03% among 200,000. activation fold at 20 µM, or EC50 in µM where a hit was titrated. purified TNAP, luminescent activation assay, no phosphate acceptor; higher activation fold means a stronger effect; in the data active = activation fold from about 3, or a potency from the dose series; inactive = the rest, 99 in 100 with activation fold below about 1.6; note: many of its hits are not listed in these tables
Hep lipid drop: modulators of hepatic lipid droplet formation; AID 1656; hit rate 0.4% among 240,000; inhibition, % at 6.5 µM; AML12 mouse hepatocytes, oleate lipid droplets, BODIPY imaging;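 active = lipid droplet intensity inhibited by at least 50%, with more than 500 cells counted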
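Assay system: AML12 hepatocytes (mouse); Probe or stimulus: oleic acid at 100 µM to induce lipid droplet formation; Dosing: compound at 6.5 µM only; Schedule: compound with oleate, overnight; Detection: fluorescence imaging, 20x objective, two fields per well; Measure: % inhibition of lipid droplet signal.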
PMI inhibition: human PMI inhibitors, high substrate, primary screen, biochemical, fluorescence intensity, high mannose 6-phosphate (AID 1220) | recombinant PMI enzyme, coupled fluorescence intensity; higher % means a stronger effect | inhibition, % at 20 µM; hits with a dose series show IC50 in µM | hit rate 0.66% among 190,000
P. falciparum M1AAP: malaria alanyl aminopeptidase activity blockers – biochemical, fluorogenic H-Leu-NHMec substrate, 1536-well (AID 1445); hit rate 0.42% among 220,000; inhibition, % at 30 µM; hits with a dose series show IC50 in µM; recombinant M1AAP, H-Leu-NHMec fluorogenic kinetic assay; higher % means a stronger effect;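 active = primary inhibition above the hit cutoff, then over 50% inhibition at one or more dose response concentrations, cut at about 23% in these data, passing the limit was not always enough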;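 note: plate controls were DMSO full reaction for no effect and no enzyme background for full effect; strong numbers were not always called active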
WT yeast gro inh: growth inhibition of WT yeast, mitochondrial fusion screen | mitochondrial fusion phenotypic screen, WT strain | inhibition, % at 10 µM | hit rate 2.1% among 190,000; in the data active = inhibition above about 58%; tested in S. cerevisiae
CSM14.1 death rescue: protection against thapsigargin-triggered cell killing – 384-well, CSM14.1, ATP luminescence, primary screen (AID 1222) | CSM14.1 thapsigargin-induced death rescue, ATP luminescence; higher % means a stronger effect | one-dose cellular ATP content (survival), % at 20 µM; EC50 in µM for titrated hits | 190,000 tested, under 10 active;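 active = EC50 below 50 µM in the dose-response confirmation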;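 note: death triggered by thapsigargin at about 15 µM added after 2 h compound pretreatment; cell ATP read after overnight thapsigargin exposure of roughly 18 to 22 hours; normalized against plate controls of thapsigargin alone and 5% DMSO vehicle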
Myeloid diff 2: compounds promoting myeloid differentiation; ER-HoxA9 myeloid progenitors, lysozyme-GFP differentiation, flow cytometry; calls only at 10 µM; hit rate 1% among 360,000; AID 624256;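 active = normalized GFP-positive differentiation at or above the plate's own cutoff, the solvent-only control mean plus 3 SD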;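 note: cells exposed to compound for four days before flow analysis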
K1F lysis inhibition: inhibition of K1F phage lysis, E. coli UTI89, bacterial capsule biogenesis inhibitors, alamar blue (AID 488966). E. coli UTI89 K1F phage lysis, alamar blue, 2 h; higher % means a stronger effect. inhibition, % at 100 µM; hits with a dose series show IC50 in µM. hit rate 0.02% among 340,000;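 active = phage lysis inhibition, versus mean bacterial control, above a set limit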;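 note: capsule biogenesis inhibitors block K1F phage lysis so surviving cells raise fluorescence; higher fluorescence means more inhibition of phage lysis; actives were called in the ten point dose series up to 300 µM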
WT yeast gro inh mutant strain: second read-out of WT yeast gro inh, no call of its own (marks repeat the call); inhibition, %; mitochondrial fusion phenotypic screen, mutant strain inhibition
Hep lipid drop cells 6.5 µM: further read-out of Hep lipid drop, marked with its call; cell count; measured here: cell count, cytotoxicity flag;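 cells counted across two imaged fields per well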
Myeloid diff 2 GFP+ MAC1+ %: second read-out of Myeloid diff 2, no call of its own (marks repeat the call); GFP+ MAC1+ double positive, %; measured here: differentiation confirmed by MAC1 staining
* marks the source's active call; other numbers are inactive results; i = inactive; . = not tested or not shown; + = active, no number; [ ] = remark or other dose. Cut-off read from the data, not from the text of the source, unless noted: active = inhibition above about 50%; inactive = the rest. Compounds as they come; overall some 4.6% were active at least once.

SMILES	human PMI inhibition	TNAP activation fold	Hep lipid drop	Hep lipid drop cells 6.5 µM	PMI inhibition	P. falciparum M1AAP	WT yeast gro inh	WT yeast gro inh mutant strain	CSM14.1 death rescue	Myeloid diff 2	Myeloid diff 2 GFP+ MAC1+ %	K1F lysis inhibition
CSc1ccc(C(=O)C2CCCN(S(=O)(=O)c3c(C)noc3C)C2)cc1 (stereo unspecified)	9%	1.1	-1	715	6%	2%	18	2	-0.3%	i	0.6	-0.3%
Cc1ccc(-n2c(SCC(=O)N3c4ccccc4Sc4ccccc43)nnc2-c2ccncc2)cc1	11%	1.1	-44	609	1%	0%	37	3	-0.4%	i	0.4	1.3%
O=C(Nc1ccon1)c1ccc(S(=O)(=O)N2CCOCC2)cc1	-4%	1.1	12	701	-11%	0%	3	15	0.7%	i	0.3	0.8%
O=C(COc1ccc(Cl)cc1)NCc1nnc(SCC(=O)c2ccccc2)o1	-8%	1.1	-7	765	-5%	5%	-21	-18	7.9%	i	0.5	5.8%
COc1cccc2cc(C(C)N(CCCN3CCOCC3)C(=S)Nc3c(C)cccc3C)oc12 (stereo unspecified)	1%	1.1	-30	710	2%	2%	5	-8	-2.0%	i	0.3	0.1%
CCSc1cc(C)nc2c(-c3ccccc3)c(C)nn12	16%	1	4	784	10%	1%	1	14	-1.0%	i	4.6	2.2%
C=CCNc1sc(C(=O)c2ccccc2)c(N)c1-c1nc2ccccc2s1	-11%	0.9	.	.	-4%	7%	26	14	0.5%	i	2.1	1.7%
CCCOC(=O)/C(C(N)=NCc1ccccc1)=C(\O)OCCC	7%	1.1	1	710	2%	15%	-40	22	-2.3%	i	1.7	-0.1%
CCCN(CC1CC1)C(=O)Nc1ccccc1C	4%	1.1	-3	693	5%	-1%	3	8	-1.1%	i	0.2	1.1%
COCCNCC(=O)Nc1ccc(OC(F)(F)F)cc1	-5%	1.1	3	709	-13%	2%	-9	-1	1.6%	i	0.8	-0.8%[50 µM]
O=C(NCCN1CCOCC1)C12CC3CC(C1)CC(c1ccccc1)(C3)C2	-11%	1.1	-18	601	-3%	1%	7	3	-0.8%	i	0.3	0.0%
COC(=O)COc1cccc(NS(=O)(=O)c2ccc(NC(C)=O)cc2)c1	-2%	1.1	-20	682	-6%	6%	13	21	-0.8%	i	8.1	8.0%
CC12CCC(C(N)=O)(c3nc4ccccc4nc31)C2(C)C (stereo unspecified)	20%	1.1	-3	698	14%	-7%	-14	-4	.	i	2.5	0.4%
CCOC(=O)C1CCN(C(=O)CNC(=O)OC(C)(C)C)CC1	4%	1.1	-1	790	-2%	-2%	5	41	3.7%	i	1.2	0.3%
COc1ccc(NC(=O)Nc2ccccc2F)cc1Cl	5%	1	-12	652	5%	5%	16	-9	0.5%	i	0.1	1.7%
C#CCOCCOCCOCCNc1nc(N2CCN(C(=O)[C@H]([C@@H](C)O)n3cc(CCCCN)nn3)CC2)nc(N2CCN(C(=O)[C@H](C)n3cc(CCCN=C(N)N)nn3)CC2)n1	-10%	1.1	-3	728	-13%	9%	-10	-19	2.9%	i	0.8	-0.2%
Cc1ccnc(N2CCC(C(=O)NCc3ccccc3F)CC2)n1	.	1.1	5	757	.	5%	-8	2	0.6%	i	0.2	-1.5%
CSc1nc2ccc(NC(=O)C3CC(=O)N(Cc4ccccc4)C3)cc2s1 (stereo unspecified)	7%	1	.	.	16%	2%	-8	-20	-0.1%	+	1.1*	2.5%
CNS(=O)(=O)c1cccc(C(=O)OCC(=O)N2c3ccccc3CC2C)c1 (stereo unspecified)	7%	1	-4	775	8%	3%	4	1	0.8%	i	0.2	4.5%
COC(=O)c1cc2occc2n1CC(=O)N(C)C1CCCCC1	-2%	1.1	.	.	4%	1%	7	11	2.6%	i	7.8	0.0%

Quoted at random: 2 records from the list
SMILES	human PMI inhibition	TNAP activation fold	Hep lipid drop	Hep lipid drop cells 6.5 µM	PMI inhibition	P. falciparum M1AAP	WT yeast gro inh	WT yeast gro inh mutant strain	CSM14.1 death rescue	Myeloid diff 2	Myeloid diff 2 GFP+ MAC1+ %	K1F lysis inhibition
O=C(COc1ccc(Cl)cc1)NCc1nnc(SCC(=O)c2ccccc2)o1	-8%	1.1	-7	765	-5%	5%	-21	-18	7.9%	i	0.5	5.8%
COCCNCC(=O)Nc1ccc(OC(F)(F)F)cc1	-5%	1.1	3	709	-13%	2%	-9	-1	1.6%	i	0.8	-0.8%[50 µM]

Next part.
SMILES	human PMI inhibition	TNAP activation fold	Hep lipid drop	Hep lipid drop cells 6.5 µM	PMI inhibition	P. falciparum M1AAP	WT yeast gro inh	WT yeast gro inh mutant strain	CSM14.1 death rescue	Myeloid diff 2	Myeloid diff 2 GFP+ MAC1+ %	K1F lysis inhibition
Cc1ccc(CS(=O)(=O)CCC(=O)NCCN2CCCC2)cc1	-16%	0.9	.	.	-4%	11%	-17	-6	1.2%	i	5.8	0.2%
O=C(NC1=NCCS1)c1cc(-c2cccnc2)nc2ccccc12	-2%	1.1	-8	682	8%	5%	-10	5	-0.9%	.	.	0.3%
COc1ccc(C(=O)Nc2ccc(S(=O)(=O)NC(C)=O)cc2)cc1[N+](=O)[O-]	-11%	1.1	12	670	-4%	6%	-6	3	-0.8%	i	0.8	-0.8%
CC(=O)c1ccc(N2CCN(C(=O)c3cc4c(s3)CCCC4)CC2)cc1	1%	1	1	717	2%	5%	18	16	0.5%	i	0.7	0.2%
NNC(=O)CS(=O)(=O)CS(=O)(=O)CC(=O)NN	.	.	7	729	.	6%	.	.	.	i	0.5	-1.2%
CNC(=O)CNC(=O)Nc1ccc(C)cc1	-8%	1	-2	692	-10%	-5%	4	-1	0.7%	i	0.6	0.1%
CC(C)=CCN1CCN(Cc2ccc(C)s2)CC1CCO (stereo unspecified)	-4%	1	2	633	-6%	-6%	-14	11	0.8%	i	0.2	0.4%
COc1ccc(/C=C/C(=O)NCC(=O)N/N=C(\C)Cc2ccccc2)cc1	.	.	16	687	.	8%	.	.	.	i	0.2	0.6%
O=C(/C=C/c1ccccc1)Nc1sc2c(c1C(=O)O)CCC2	.	.	-12	682	.	16%	.	.	.	i	0.2	0.0%
Cc1ccc(-n2c(C)cc(C(=O)CN3CCCCC3)c2C)cc1	-1%	1.1	21	709	0%	11%	-9	-32	-1.3%	i	0.6	0.3%
NC(=S)N/N=C1\CC(c2ccc3c(c2)OCCO3)Oc2ccc(F)cc21 (stereo unspecified)	.	.	2	750	.	0%	.	.	.	i	0.4	-1.4%
COC(=O)CSc1ncc(OC)c(OC)n1	9%	1.1	.	.	5%	-1%	-7	12	-0.9%	i	1.7	0.1%
CCC(C)c1ccc(Nc2ncccc2C#N)cc1 (stereo unspecified)	20%	1.1	.	.	11%	-1%	19	19	-1.1%	i	0.5	2.5%
Cc1ccc(NC(=O)COC(=O)Cn2nc(C)c([N+](=O)[O-])c2C)c([N+](=O)[O-])c1	5%	1.1	3	625	14%	2%	14	8	-4.7%	i	0.0	0.2%
Cc1ccc(-c2nn(-c3ccccc3)cc2/C=C/C(=O)Nc2nccs2)cc1	4%	1	24	559	-2%	5%	2	4	0.4%	i	0.1	3.4%
Cc1cc(C)nc(N2N=C(CSc3ccc(Cl)cc3)CC2=O)n1	13%	1	6	721	11%	9%	-2	4	-0.2%	i	0.3	0.1%
CCN(CC)S(=O)(=O)c1ccc(OC)c(NC(=O)C(C)Oc2ccc3c(C)cc(=O)oc3c2)c1 (stereo unspecified)	21%	1	-21	598	9%	2%	-9	21	0.9%	i	0.9	0.3%
O=C(Cn1cc2c(n1)CCCC2)Nc1ccccc1Br	-6%	1.1	.	.	-6%	2%	7	-2	1.7%	i	1.8	-0.2%
Cc1cc2c(NC(=O)Nc3ccccc3)cccc2nn1	.	.	-16	759	.	0%	.	.	.	i	0.6	0.7%
CCOCCCNC(=O)Cc1c(C(=O)O)[nH]c2ccc(Cl)cc12	-9%	1.1	10	746	-12%	5%	11	-3	-1.7%	i	5.8	0.2%
Cc1cccc(C)c1NC(=O)CSc1nnnn1-c1ccc(C(=O)O)cc1	12%	1.1	.	.	46%	4%	9	-7	-0.7%	.	.	0.2%
COc1ccccc1NC(=O)CSc1nc(O)cc(=O)n1C	-1%	1.1	3	721	3%	5%	-5	-17	2.1%	i	1.1	-0.6%
Cc1nn(C)cc1/C=C/C(=O)c1ccc(O)cc1	6%	1.1	-39	551	-4%	14%	-8	-17	-3.4%	i	1.3	6.4%
CCC1(COC(NC(=O)c2cccnc2)(C(F)(F)F)C(F)(F)F)COC1	3%	1	-1	776	1%	1%	2	5	-1.2%	i	1.8	1.6%
Clc1ccc(CNCc2cccs2)c(Cl)c1	1%	1.1	33	681	-2%	9%	12	4	6.4%	i	0.6	-8.0%
O=C(NNC(=O)C1[C@H]2CCCC[C@@H]12)Nc1cccc2ccccc12 (stereo partly specified)	.	.	10	700	.	-2%	.	.	.	i	0.5	-3.1%
COc1cnc(-c2ccccn2)nc1Sc1ccc(F)cc1	-14%	1.1	.	.	-12%	10%	68*	65*	-0.1%	i	0.4	-0.4%
CC1(C)CC(NS(=O)(=O)c2ccc(S(=O)(=O)N3CCOCC3)cc2)CCO1 (stereo unspecified)	-2%	1.1	.	.	-3%	9%	-24	33	5.3%	i	3.3	3.3%
CC(C)COc1ccccc1C(=O)NC(CO)C(=O)O (stereo unspecified)	16%	1.1	-5	696	6%	-6%	23	12	-1.4%	i	0.7	-0.4%
COC(=O)COc1cc2ccccc2cc1C(=O)Nc1ccccc1	5%	1.1	8	731	2%	-5%	5	17	-1.8%	i	0.6	0.3%
CCNC(=S)N/N=C/c1ccc(C#N)cc1	-6%	1.1	2	705	-6%	2%	-9	-34	-1.0%	i	0.3	0.3%
Cc1ccc(NC(=O)C(C)c2ccc(-c3ccccc3)c(F)c2)c(C)c1 (stereo unspecified)	-8%	1	19	726	-9%	2%	-12	-1	-2.1%	i	0.4	0.7%
Cc1cccc(NC(=O)CC2NC3CCCCC3NC2=O)c1 (stereo unspecified)	-4%	1.1	-8	555	-10%	2%	-6	-1	0.1%	i	0.9	0.1%
O=C(Cn1nnc(-c2cccs2)n1)N1c2ccccc2Sc2ccc(C(F)(F)F)cc21	.	.	.	.	.	5%	-16	1	.	i	0.4	0.1%
CC1(C)CC(NC(=O)C(F)(F)F)CC(C)(C)N1OC(=O)c1ccco1	-2%	1	-13	767	-2%	3%	16	26	-1.8%	i	1.8	0.1%
CCn1c(CSc2ncn[nH]2)nc2cc(C(=O)O)ccc21	.	.	-5	711	.	-3%	.	.	.	i	0.5	-0.1%
